Compound activity (PubChem)
p53 reactivation: re-activators of mutant p53. H1299 p53-A138V BP100-luciferase reporter, luminescence, 24 h. Potency, µM (doses to about 92.2 µM), inactives show top-dose activity change, positive = activation, hits mostly activators. hit rate 0.063% among 320,000. AID 504706; also: potency is read from the fitted curve at half-maximal effect; % of control where 0% means no effect; nearly all actives have a fitted effect of over 45% in size
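H1299 (p53-null), stable ts p53-A138V + BP100-Luc; 1000 cells/well, Opti-MEM/10% FBS; cpd 4 pt, 1:5; 24 h, 37 deg C, 5% CO2; detection reagent 10 min RT; luminescence.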
ELG1 DNA repair: ELG1-dependent DNA repair inhibition; HEK293T ELG1-luciferase reporter, luminescence, 16 h; DNA damage induced by 5-fluorouridine; Potency, µM (series often up to 46.1 µM), for inactives: at the top dose activity change, negative = inhibition, usual class: inhibitors; hit rate 2.3% among 330,000; also: potency is read from the fitted curve at half-maximal effect; % is scaled to controls: 0 for no effect and ±100 for the full control effect; nearly all actives have a fitted effect of over 55% in size
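In this reporter screen, reduction of luminescence relative to DMSO vehicle indicated activity. Compounds and 5-fluorouridine were added together to 2,000 cells per well, incubated for 16 hr at 37 °C, then developed with ONE-Glo.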
TCR activator: activates T cell receptor signaling | primary human leukocytes, anti-CD3, IL-2 HTRF, 48 h | Potency, µM (highest dose often 9.22 µM), without a hit: top-dose activation of IL-2 secretion, hits mostly activators | 330,000 tested, under 10 active | AID 504894; also: % of control where 0% means no effect
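48 hr co-incubation of compounds, a-CD3 beads and primary human leukocytes; IL-2 quantified homogeneously by HTRF with anti-IL-2 K and d2 conjugates.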
MLL CXXC-DNA inh: MLL CXXC-DNA interaction inhibition; AID 2662; Potency, µM (series often up to 115 µM), without a hit: at the top dose activity change, negative = inhibition, actives largely listed as inhibitors; MLL-CXXC / FITC-HOXA9 DNA fluorescence polarization; Q03164; hit rate 0.037% among 290,000; active = well fitted inhibition curve with a large enough effect in the polarisation, with a control signal flat, not every such curve was filed as active; inconclusive = small, poorly fitted or top-dose-only effect, or effect the other way, or a change in a side signal; inactive = no such curve, though single readings can be large or run the other way; the % refers to the polarisation; also: potency is read from the fitted curve at half-maximal effect
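Steps: dispense CXXC domain solution (7 uM) → pin compounds or unlabeled HOX-A9 DNA control → 5 min ambient → add FLSN-HOX-A9 solution (50 nM) → spin → 30 min ambient → fluorescence polarization. Tris pH 7.5/NaCl/DTT/BSA buffer.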
TSG101-PTAP inh: blocks PTAP/TSG101 interaction to inhibit HIV-1 budding. 340,000 tested, under 10 active. AID 493005. Potency, µM (titrated, usually from 115 µM), for inactives: at the highest dose activity change, negative = inhibition, hits mostly inhibitors. Fluorescence polarization, FITC-PTAP peptide / Tsg101 binding; active = well fitted inhibition curve with a large enough effect in the main read-out, with a control signal flat, not every such curve was filed as active; inconclusive = small, poorly fitted or top-dose-only effect, or effect the other way, or a change in a side signal; inactive = no such curve, though single readings can be large or run the other way; also: potency is read from the fitted curve at half-maximal effect; % of control where 0% means no effect
Target sequence (Q99816 whole entry, looked up): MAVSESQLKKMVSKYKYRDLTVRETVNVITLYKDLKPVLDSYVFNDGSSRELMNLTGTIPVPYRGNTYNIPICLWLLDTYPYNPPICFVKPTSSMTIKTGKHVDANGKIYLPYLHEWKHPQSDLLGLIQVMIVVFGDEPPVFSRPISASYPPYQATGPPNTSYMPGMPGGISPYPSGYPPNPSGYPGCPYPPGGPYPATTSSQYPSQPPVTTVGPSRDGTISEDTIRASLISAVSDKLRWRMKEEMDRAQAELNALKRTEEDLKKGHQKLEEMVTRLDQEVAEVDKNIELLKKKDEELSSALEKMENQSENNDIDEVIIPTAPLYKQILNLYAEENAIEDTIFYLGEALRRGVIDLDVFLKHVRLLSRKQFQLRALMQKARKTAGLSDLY
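Compounds were pin-transferred onto Tsg101 binding domain (10 uM final) in HEPES pH 7.5 buffer, then FITC-PTAP peptide was added at 50 nM final. After 20 min at RT, polarization reported peptide displacement across a qHTS concentration series.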
TRPV1 ag: human TRPV1 agonism | activation, % at 8.33 µM | AID 540275 | TRPV1-expressing cells, Fluo-8 calcium influx, agonist mode | hit rate 0.19% among 320,000; in the data active = activation above about 80%; inconclusive = between about 30% and that limit; also: 0% is about no effect
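Cells expressing TRPV1 were dye-loaded with Fluo-8 and read kinetically: 10 s baseline, 3 min after compound (agonist portion), then 2 min after EC20 capsaicin (allosteric enhancer portion). Calcium-bound dye fluorescence at 480/520 nm.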
B2AR arrestin: agonists driving beta-arrestin recruitment to human beta2-adrenergic receptor | Potency, µM (series often up to 46.1 µM), for inactives: at the highest dose activation, usual class: activators | hit rate 0.02% among 330,000 | P07550 | AID 492947 | beta-arrestin recruitment to beta2AR, cell-based reporter;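 also: potency is read from the fitted curve at half-maximal effect; 0% = DMSO controls and full agonism = EC100 isoproterenol or metaproterenol; nearly all actives have a fitted effect of over 65% in size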
Target sequence (P07550 whole entry, looked up): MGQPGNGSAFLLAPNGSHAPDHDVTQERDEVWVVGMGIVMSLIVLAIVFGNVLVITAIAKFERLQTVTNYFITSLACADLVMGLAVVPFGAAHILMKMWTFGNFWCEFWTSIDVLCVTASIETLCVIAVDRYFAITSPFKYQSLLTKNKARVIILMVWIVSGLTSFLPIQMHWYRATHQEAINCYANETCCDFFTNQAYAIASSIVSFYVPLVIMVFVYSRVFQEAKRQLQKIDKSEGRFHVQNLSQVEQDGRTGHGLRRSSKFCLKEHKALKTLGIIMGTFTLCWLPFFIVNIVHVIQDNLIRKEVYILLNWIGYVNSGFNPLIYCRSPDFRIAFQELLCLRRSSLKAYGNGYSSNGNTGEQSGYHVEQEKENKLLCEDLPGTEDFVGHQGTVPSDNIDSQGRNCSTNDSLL
Integrin act MD: activates integrin-mediated alleviation for muscular dystrophy; alpha7betagal myoblasts, beta-gal FDG fluorescence, 48 h; Potency, µM (top dose mostly 38.3 µM), for the others: at the top dose activation, actives largely listed as activators; hit rate 0.064% among 350,000;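 also: potency is read from the fitted curve at half-maximal effect; 100% = response of the positive control SU9516; nearly all actives have a fitted effect of over 60% in size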
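alpha7betagal+/- myoblasts (passage 13, 250/well) treated 48 h at 37C with compounds at 1:260 dilution of DMSO stock. Lysed, then beta-galactosidase activity read as FDG fluorescence (ex 480/em 540) after 30 min, with pre-read for autofluorescence.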
BRCA1 expr act: increases BRCA1 expression; hit rate 1.1% among 380,000; MCF7-BRCA1-FFLuc reporter, luminescence, 48 h; response scale: scaled: vehicle 0%, 10 µM genistein 100%; Potency, µM (titrated, usually from 46.1 µM), without a hit: top-dose activation, hits mostly activators; also: potency is read from the fitted curve at half-maximal effect; nearly all actives have a fitted effect of over 80% in size; some results filed as inactive show a strong effect at the top dose
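MCF7 cells carrying a BRCA1-firefly luciferase reporter (2000 cells/well, phenol-red free MEM) were attached for 2 h at 37 °C, then given compounds for 48 h. Luminescence was read 15 min after luciferase reagent; activity normalized to genistein (10 microM) and DMSO.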
A-T KAP1 phos: potential ataxia-telangiectasia treatment; hit rate 0.19% among 320,000; Potency, µM (doses to about 57.5 µM), without a hit: at the top dose activation, usual class: activators; AID 485349; […] A-T fibroblasts, KAP-1 phosphorylation AlphaLISA; neocarzinostatin DNA damage 30 min before lysis; also: potency is read from the fitted curve at half-maximal effect; % of control where 0% means no effect; nearly all actives have a fitted effect of over 45% in size
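ATM-like activity read as KAP-1 phosphorylation via AlphaLISA donor/acceptor antibody pairs after lysis and 6 hr at 25C. Cells were ATM-null patient fibroblasts ([…], hTERT), dosed 60 min, then exposed to the DSB inducer NCS for 30 min.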
The depositor's hits bear a star; ? = inconclusive; / = no result given; & = joins results of further samples; [ ] = dose if it differs, or a comment. Unless noted, calls follow the shape of the dose curve; as a rule, active = well fitted curve in the direction sought with a large enough effect; inconclusive = small, poorly fitted or top-dose-only effect, or another doubt; inactive = no such curve, though single readings can be large; an effect the other way counts as inactive or inconclusive.

#1 CCOC(=O)COn1c(=O)c(-c2ccc(F)cc2)[n+]([O-])c2ccccc21
#2 CC(C)Sc1nc2c(cnn2-c2ccccc2)c(=O)[nH]1
#3 COc1ccc(/C=C/C(=O)NCc2cn(C)nc2C)cc1COc1ccc(Br)cc1
#4 Cc1ccnc(OC(C(=O)O)C(OCc2ccccc2)(c2ccccc2)c2ccc(C(F)(F)F)cc2)n1 (centres undefined)
#5 Nc1nc(N)c(Cc2ccc(Cl)cc2Cl)c(N)n1
#6 Cc1nnc(NC(=O)CSc2nnc(-c3ccco3)n2C(C)C)s1
#7 O=[N+]([O-])c1cc2cccnc2c2ncccc12
#8 COCc1c(C(=O)OCC(=O)Nc2ccc(OC(F)F)cc2)oc2ccccc12
#9 Cn1c(=O)c2[nH]c(C3CC4CCC3C4)nc2n(C)c1=O (centres undefined)
#10 C[n+]1ccccc1/C=N/O

assay / entry	1	2	3	4	5	6	7	8	9	10
p53 reactivation	5%	14%	-7%	13%	1%	9%	19%	6%	/	2%&5%
ELG1 DNA repair	?	17%	?	-8%	?	?	7.3µM*	0%	/	-1%&-1%
TCR activator	-1%	-6%[46.1 µM]	3%	-3%	-14%	0%	1%	-1%	6%	2%&7%
MLL CXXC-DNA inh	11%	-6%	1%	?	-4%	-5%	-1%	/	/	1%&3%
TSG101-PTAP inh	-3%	-2%	-5%	-5%	-4%	-4%	-5%	-1%	0%	-2%&0%
TRPV1 ag	-9	1	/	0	-7	-1	0	4	/	-3&-2
B2AR arrestin	0.0%	0.3%	-1.4%	-0.7%	-0.1%	-0.1%	3.2%	-0.1%	/	-2.0%&-0.7%
Integrin act MD	4%	12%	10%	-62%[inhibitor]	-37%	-3%	-18%	15%	17%	/
BRCA1 expr act	8%	0%	-34%	-5%	-10%	-12%	-80%	15%	-38%	-13%&0%
A-T KAP1 phos	8%	10%	-6%	0%	-1%	-1%	-1%	2%	/	3%&0%

#11 CC(C)CN(C)C(=O)CC1C(=O)NCCN1C (centres undefined)
#12 O=S(=O)(NCC1CCCO1)c1ccccc1 (centres undefined)
#13 C=CCn1c(SCc2nc3scc(-c4ccccc4)c3c(=O)[nH]2)nnc1-c1ccccc1F
#14 O=C(NCCCN1CCOCC1)c1ccc(S(=O)(=O)Nc2ccccc2F)cc1
#15 O=C(CSc1nnc(-c2cccs2)n1Cc1ccco1)Nc1ccc2c(c1)OCO2
#16 CN(CC(=O)N1CCN(c2ccccn2)CC1)S(=O)(=O)c1ccc2ccccc2c1
#17 CCOc1ccccc1OCCOCCN1CC(C)OC(C)C1 (centres undefined)
#18 CCc1cc(C=C(Cl)Cl)oc(=O)c1C
#19 COc1ccccc1-c1nc(C#N)c(N2CCc3ccccc3C2)o1
#20 O=Cc1cn(CCC(=O)O)nc1-c1cc2ccccc2o1

assay / entry	11	12	13	14	15	16	17	18	19	20
p53 reactivation	-2%	12%	-6%	2%	0%	-11%	6%	6%	?	10%
ELG1 DNA repair	27%	4%	?	0%	15µM*	10µM*	-7%	-2%	?	29%
TCR activator	-2%	16%	3%	-9%	-1%	12%	4%	-3%	/	0%
MLL CXXC-DNA inh	-20%	8%	28%	/	-1%	-4%	-1%	18%	-4%	11%
TSG101-PTAP inh	-3%	2%	-12%	-6%	-4%	-5%	0%	-3%	-6%	0%
TRPV1 ag	2	-3	-1	-1	-3	9	0	0	26	-4
B2AR arrestin	4.3%	-0.4%	-0.7%	-0.1%	-0.9%	0.1%	-0.1%	-0.2%	-0.2%	-0.8%
Integrin act MD	5%	13%	12%	14%	-17%	-3%	-1%	-56%[inhibitor]	-1%[7.66 µM]	?
BRCA1 expr act	-17%	0%	-28%	7%	-30%	-25%	3%	-28%	8%	2%
A-T KAP1 phos	-3%	-12%	12%	-13%	-3%	-19%	6%	-6%	1%	3%

#21 Cc1ccccc1NC(=O)COC(=O)COc1ccc2c(c1)CCC2
#22 Cc1ccc(NC(=O)n2ccc(-c3ccc(-n4ccnc4)cc3)n2)cc1
#23 CC(=O)C1=C(O)C(=O)N(c2ccc(O)cc2)C1c1ccc(C)cc1 (centres undefined)
#24 Cc1cc(NC(=O)c2cc(-c3ccccn3)nc3ccccc23)no1
#25 Cc1ccc(NC(=O)C2CCCN(S(=O)(=O)c3c(C)noc3C)C2)c(Br)c1 (centres undefined)
#26 COC(=O)c1c(NC(=O)Cc2cccs2)sc(C)c1C
#27 COC(=O)c1cnc(NNS(=O)(=O)c2ccc(C(F)(F)F)cc2)nc1C(F)(F)F
#28 O=c1[nH]c2c(s1)C(c1ccco1)C1C3CCC(C3)C1S2 (centres undefined)
#29 O=C(Oc1ccc2c(=O)c(Oc3ccc4ccccc4c3)coc2c1)c1cccnc1
#30 CCOC(=O)C(=O)Nc1ccccc1C(=O)NCc1ccccc1

assay / entry	21	22	23	24	25	26	27	28	29	30
p53 reactivation	4%	24%	29%	-5%	-1%	-2%	-2%	?	-10%	16%
ELG1 DNA repair	12%	?	-5%	?	?	0%	?	-6%	12%	-12%
TCR activator	-2%	-3%	-4%	1%	-3%	-1%	-3%	-1%	-2%[46.1 µM]	3%
MLL CXXC-DNA inh	/	56%[activator]	-11%	5%	6%	-6%	5%	-1%	1%	5%
TSG101-PTAP inh	0%	-5%	-5%	-6%	-7%	-7%	0%	-11%	0%	2%
TRPV1 ag	17	?	3	0	0	8	21	6	4	0
B2AR arrestin	0.0%	0.5%	0.0%	-0.3%	-1.1%	0.0%	-0.6%	0.3%	-1.3%	0.1%
Integrin act MD	11%	16%	0%	-18%	-12%	6%	14%	-36%	22%	12%
BRCA1 expr act	-1%	?	13%	6%	-15%	-43%	-11%	-18%	-10%	12%
A-T KAP1 phos	2%	-1%	1%	2%	5%	9%	6%	/	1%	-1%

Structural class: those above containing a Cl atom (2)
#5 Nc1nc(N)c(Cc2ccc(Cl)cc2Cl)c(N)n1
#18 CCc1cc(C=C(Cl)Cl)oc(=O)c1C

assay / entry	5	18
p53 reactivation	1%	6%
ELG1 DNA repair	?	-2%
TCR activator	-14%	-3%
MLL CXXC-DNA inh	-4%	18%
TSG101-PTAP inh	-4%	-3%
TRPV1 ag	-7	0
B2AR arrestin	-0.1%	-0.2%
Integrin act MD	-37%	-56%[inhibitor]
BRCA1 expr act	-10%	-28%
A-T KAP1 phos	-1%	-6%

More entries.
#31 Clc1cccc(-c2nnc3sc(-c4ccc5c(c4)OCO5)nn23)c1
#32 CCc1nn(CC(=O)NCCc2ccc(S(N)(=O)=O)cc2)c(=O)c2cc3sccc3n12
#33 CC(C(=O)Nc1nncs1)N1C(=O)C2C3C=CC(C3)C2C1=O (centres undefined)
#34 CCN(CC)S(=O)(=O)c1ccc(OC)c(NC(=O)c2cc(C)on2)c1
#35 CN(Cc1ccccc1)C(=O)c1ccc(NC(=O)Cc2ccc(NC(=O)C3CCN(C(=O)C4CCC4)CC3)cc2)cc1
#36 COc1cc(NC(=S)NCc2cccnc2)cc(OC)c1OC
#37 CCC(C)N(C(=O)CCC(=O)Nc1cc(C)on1)C(C(=O)NC(C)(C)C)c1ccccc1Cl (centres undefined)
#38 O=C(c1ccccc1F)N1CCN(S(=O)(=O)c2ccc3c(c2)OCCO3)CC1
#39 CCc1ccc(NC(=O)C2CCCN(S(=O)(=O)c3cccnc3)C2)cc1 (centres undefined)

assay / entry	31	32	33	34	35	36	37	38	39
p53 reactivation	2%	10%	3%	9%	/	-1%	-4%	2%	-6%
ELG1 DNA repair	6%	?	-20%	-13%	/	7%	-6%	?	13%
TCR activator	/	-4%	5%	3%	3%	-3%	1%	4%	-11%
MLL CXXC-DNA inh	-1%	14%	0%	0%	/	31%[activator]	7%	9%	6%
TSG101-PTAP inh	/	0%	2%	-2%	-4%	-1%	-7%	-5%	1%
TRPV1 ag	-4	-5	0	7	/	0	7	/	-4
B2AR arrestin	-0.3%	-0.2%	-0.1%	-0.8%	/	0.1%	0.3%	0.1%	-0.1%
Integrin act MD	/	1%	15%	7%	17%	-10%	?	-10%	-4%
BRCA1 expr act	/	5%	27%	9%	7%	-16%	-10%	-10%	-3%
A-T KAP1 phos	0%	0%	2%	1%	/	-1%	-3%	-7%	?
